RAD52 inh: blocks human RAD52 DNA annealing; P43351; recombinant RAD52 DNA annealing, FRET fluorescence; inhibition, % at 18.7 µM; 360,000 tested, 0.46% active; AID 651710;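 active = every replicate showing at least 50% inhibition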
Target sequence (P43351 whole entry, looked up): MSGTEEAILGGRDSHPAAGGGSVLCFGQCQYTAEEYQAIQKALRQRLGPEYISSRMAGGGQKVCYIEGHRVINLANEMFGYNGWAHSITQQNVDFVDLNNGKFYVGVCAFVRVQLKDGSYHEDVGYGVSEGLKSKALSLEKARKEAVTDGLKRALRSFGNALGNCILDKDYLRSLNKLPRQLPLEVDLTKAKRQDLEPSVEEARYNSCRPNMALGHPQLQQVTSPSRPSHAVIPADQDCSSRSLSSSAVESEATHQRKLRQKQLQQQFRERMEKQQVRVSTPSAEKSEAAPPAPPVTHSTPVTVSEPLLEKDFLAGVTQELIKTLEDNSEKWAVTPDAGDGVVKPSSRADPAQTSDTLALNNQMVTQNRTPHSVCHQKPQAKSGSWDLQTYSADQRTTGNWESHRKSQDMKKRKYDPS
S100A4 inh HTS: inhibitors of human S100A4 binding to myosin IIA peptide; S100A4/TAMRA-MyoIIA peptide fluorescence polarization; inhibition, % at 10.7 µM; 360,000 tested, 0.14% active;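 active = mean inhibition of at least 70% across replicates, with every replicate also reaching that level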
Target sequence (P26447 whole entry, looked up): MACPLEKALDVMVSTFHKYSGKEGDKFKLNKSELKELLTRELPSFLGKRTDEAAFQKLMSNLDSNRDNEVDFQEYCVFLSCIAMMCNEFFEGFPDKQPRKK
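Assay system: human S100A4 monomer with TAMRA-labelled myosin IIA peptide / Buffer or medium: Calcium-containing HEPES buffer, pH 7.2 / Reagent: TAMRA-labelled myosin IIA heavy-chain peptide probe, 5 nM / Compound: one dose per compound / Timing: polarization read 5 min after assay mix addition, stable 5–60 min / Benchmarks: neutral control DMSO, positive control TFP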
esBAF inh: SWI/SNF esBAF complex inhibition; mouse ES cells, Bmi1-luciferase knock-in reporter, 24 h; 100% = twice the neutral-well signal; reporter increase, % at 12.5 µM; 350,000 tested, 2% active; in the data active = activation above about 40%;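 note: 0% = median of the plate's neutral control wells and 100% = double that signal; a rise in the Bmi1 reporter signal indicates esBAF inhibition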
RAD54 branch: blocks human RAD54 Holliday junction branch migration; FAM/BHQ fluorescence; inhibition, % at 10.4 µM; 360,000 tested, 0.14% active;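 active = mean normalized replicate activity at least 40 and at least half of replicates scoring 40 or more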;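 note: 0% = median of neutral control wells and 100% = median of positive control wells; inhibitors cause a drop in the FAM fluorescence signal; in these data hits start at about 50%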
XiGFP reactiv: activators of X-chromosome reactivation in mouse fibroblasts; XiGFP mouse fibroblasts, % GFP-positive cells imaging, 3 d; cells co-treated with 5-aza-dC sensitizer; scaled so ellipticine positive control = 100%; activation, % at 7.58 µM; 360,000 tested, 0.055% active; AID 743238;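 active = mean normalized replicate activation at least 10% and every replicate at or above 10%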;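 note: 0% = median of on-plate neutral control wells and 100% = ellipticine 6 µM median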
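assay system = SV40-immortalized XiGFP fibroblast cells, line 68-5-11 | buffer or medium = DMEM plus 5-aza-dC sensitizer | doses = single-point pinned compound dosing | times = 3-day compound exposure, then 15 min fixation at room temperature | benchmarks = positive control ellipticine, 6 µM final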
E-sel inducer: induces E-selectin expression in human endothelial cells; P16581; HUVEC E-selectin immunofluorescence imaging; normalized: neutral wells 0, TNF-alpha wells 100; activation, % at 7.58 µM; 260,000 tested, 0.37% active; AID 686992;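 active = mean E-selectin-positive cell signal at least 10% of the positive control, reached in at least 60% of replicates, without over 20% cell loss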;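 note: in these data hits start at about 27%; measured in HUVEC primary endothelial cells; signal is the percent of cells scored E-selectin positive by PE staining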
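System: HUVEC / Compound: single concentration / Signal: immunofluorescence imaging / Read-out: percent E-selectin-positive cells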
FN deposit inh: fibronectin deposition inhibition. inhibition, % at 12.6 µM. AID 743247. 350,000 tested, 0.086% active. AH1F fibroblasts, Alexa488-fibronectin deposition fluorescence, overnight;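 active = mean inhibition across replicates of 30% or more, regardless of how many single replicates reach that level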;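 note: positive control wells lacked labelled fibronectin entirely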
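Assay system: AH1F fibroblast monolayer, labelled fibronectin deposition. Amount: 10000 cells per well. Also added: labelled fibronectin 24 nM. Compound: single-point pinned compound. Incubation: cell attachment 1 h, compound and FN exposure overnight. Detection: fluorescence after three HBSS washes, excitation 485 nm, emission 525 nm. Read-out: inhibition of fibronectin deposition signal.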
EWS-Fli inh: EWS/Fli transcriptional activity inhibition; 350,000 tested, 0.67% active; AID 651661; A673 NR0B1-luciferase reporter, viability-normalised; inhibition, % at 12.6 µM;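 active = mean inhibition of at least 50% after viability correction, with every replicate also passing that limit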;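 note: firefly luciferase signal divided by Alamar Blue viability fluorescence both relative to DMSO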
An asterisk follows results filed as active; / = not tested or not shown; & = joins results of further samples.

SMILES | RAD52 inh | S100A4 inh HTS | esBAF inh | RAD54 branch | XiGFP reactiv | E-sel inducer | FN deposit inh | EWS-Fli inh
COCCOC(=O)N1C(=O)[C@@]2(c3ccccc31)[C@H](c1ccccc1OCCO)N1[C@H](c3ccccc3)[C@H](c3ccccc3)OC(=O)[C@H]1[C@@H]2C(=O)N1CCN(c2ncccn2)CC1 | 1 | 42 | / | 1 | / | / | / | 8
Cc1cc(C)c2c(Cn3ccnc3)cc(=O)oc2c1 | 5 | -5 | -6 | 8 | 0.0 | / | 2 | 2
C[C@@H]1CN([C@@H](C)CO)C(=O)c2cc(NS(C)(=O)=O)ccc2O[C@H]1CN(C)Cc1ccc2c(c1)OCO2 | 9 | -1 | -3 | -2 | 0.0 | 3.4 | / | /
CN(C)Cc1cn(CC[C@@H]2CC[C@H](NC(=O)Cc3cccnc3)[C@H](CO)O2)nn1 | -8 | -2 | 3 | -5 | 0.2 | -0.2 | -12 | -1
CNC(=O)/C(C#N)=C/c1c(N2CCCCCC2)nc2c(C)cccn2c1=O | -12 | -1 | 3 | 1 | 0.0 | / | -11 | 7
N#Cc1ccc(-c2ccc3c(c2)[C@H]2[C@H](CCN2C(=O)c2ccc4c(c2)OCO4)[C@@H](CO)N3)cc1 | -11 | 0 | -9 | 8 | 0.3 | 0.4 | 24 | 15
C[C@H](CO)N1C[C@H](C)[C@H](CN(C)C(=O)c2ccc(N3CCN(C)CC3)cc2)OCc2cnnn2CCCC1=O | -1&-9 | 1&6 | -5&-3&3 | -7&0 | 0.5 | 1.1&0.0 | 1&0 | -9&2&1
C[C@@H]1CN([C@@H](C)CO)C(=O)c2cc(-c3ccccc3)cnc2O[C@H]1CN(C)C(=O)Nc1ccc2c(c1)OCO2 | 2 | 13 | 8 | -1 | -0.4 | 0.1 | / | -5
N/C(CC1CC1(Cl)Cl)=N\OC(=O)c1ccccc1 (stereo not given) | -10 | -4 | / | -1 | 0.0 | -0.2 | -6 | -41
C[C@@H]1CN([C@@H](C)CO)C(=O)c2cc(NC(=O)Nc3ccc(F)cc3)ccc2O[C@@H]1CN(C)Cc1ccc(Oc2ccccc2)cc1 | 39&-51 | -11&-5 | 3&3 | 14&1 | 0.0&0.0 | -15&-0.3 | -14 | 10&19
COc1ccc2nc(Cl)c(/C=N/Nc3ccccn3)cc2c1 | 23 | 1 | 28 | -5 | 0.0 | / | / | -33
Cc1onc(-c2ccccc2)c1C(=O)NNC(=S)NC(=O)/C=C/c1ccccc1 | -1 | 0 | / | / | 0.0 | / | -13 | 11
CCN1C[C@@H]2[C@@H]3C(=O)N(Cc4ccccc4)C(=O)[C@@H]3[C@](CC)(C1=O)N2C(=O)c1ccccc1 | -16 | -8 | 1 | 0 | 0.0 | 0.0 | 3 | -5
O=C(OCCN1CCOCC1)c1ccc(O)cc1 | -4 | 5 | 13 | 1 | 0.2 | 0.0 | 6 | -5
COc1ccc(NC(=O)N2CC(=O)N3[C@H](CO)[C@@H](c4ccc(Br)cc4)[C@@H]3C2)cc1 | -10 | 16 | / | / | 0.0 | -0.1 | -10 | 6
COc1cc(OC)c(N(C)S(=O)(=O)c2cccc(C(=O)OCC(=O)N(C)C3CCCCC3)c2)cc1Cl | -8 | -2 | -1 | -1 | 0.0 | / | -17 | 1
COc1cccc(/C=C/C(=O)OCC(=O)N2c3ccccc3CC2C)c1 (stereo not given) | -18 | 8 | 0 | -8 | 0.4 | 0.1 | 3 | 2
CCCNC(=O)[C@H]1[C@H](CO)[C@H]2Cn3c(ccc(-c4cccnc4)c3=O)[C@H]2N1Cc1cocn1 | -8 | 2 | / | / | 0.4 | -0.9 | / | 3
CCO[C@@H]1OC(C(=O)N2CCN(Cc3ccccc3)CC2)=C[C@H](C2CC2)[C@H]1CCCO | -6 | -3 | -6 | -4 | 0.2 | -0.1 | 13 | -2
CCn1c(SCC(N)=O)nnc1-c1ccc2c(c1)OCO2 | -9 | -4 | / | / | -0.1 | -0.8 | 2 | -2
CC(C)Oc1ccc(S(=O)(=O)N2CCOCC2)cc1NC(=O)C1CCCCC1 | -23 | 2 | -9 | -10 | -0.1 | / | -5 | 14
Cc1cc(-c2ccc(C)c(S(=O)(=O)Nc3ccc(S(N)(=O)=O)cc3)c2)on1 | -27 | -1 | -3 | -15 | 0.1 | / | 4 | 6
O=C(COC(=O)CNC(=O)c1ccccc1)NCc1ccc2c(c1)OCO2 | -7 | 2 | -7 | -10 | 0.2 | / | -4 | -7
COc1ccc(CCNC(=O)CCCOc2ccc(Cl)cc2)cc1OC | -6 | -2 | -3 | -1 | 0.1 | 0.3 | 0 | 4
COC(=O)c1cccc(C23CC4(C2)[C@H](CN(CC2CCCCC2)[C@@H]4c2ccccc2)C3c2ccccc2)c1 (stereo not given in full) | -71 | 14 | 16 | -2 | 0.0 | -0.1 | -18 | -5

Laid out differently: five of the compounds above
Each structure is followed by: RAD52 inh	S100A4 inh HTS	esBAF inh	RAD54 branch	XiGFP reactiv	E-sel inducer	FN deposit inh	EWS-Fli inh
CC(C)Oc1ccc(S(=O)(=O)N2CCOCC2)cc1NC(=O)C1CCCCC1
→ -23	2	-9	-10	-0.1	/	-5	14
Cc1cc(-c2ccc(C)c(S(=O)(=O)Nc3ccc(S(N)(=O)=O)cc3)c2)on1
→ -27	-1	-3	-15	0.1	/	4	6
O=C(COC(=O)CNC(=O)c1ccccc1)NCc1ccc2c(c1)OCO2
→ -7	2	-7	-10	0.2	/	-4	-7
COc1ccc(CCNC(=O)CCCOc2ccc(Cl)cc2)cc1OC
→ -6	-2	-3	-1	0.1	0.3	0	4
COC(=O)c1cccc(C23CC4(C2)[C@H](CN(CC2CCCCC2)[C@@H]4c2ccccc2)C3c2ccccc2)c1 (stereo not given in full)
→ -71	14	16	-2	0.0	-0.1	-18	-5

(more compounds)
SMILES | RAD52 inh | S100A4 inh HTS | esBAF inh | RAD54 branch | XiGFP reactiv | E-sel inducer | FN deposit inh | EWS-Fli inh
NC(=O)C1CCN(CCC(=O)Nc2cccc(Cl)c2)CC1 | / | / | -4 | 5 | / | -0.8 | 3 | /
Cc1ccc(-n2c(-c3ccco3)nc3c(cnn3-c3ccc(C)cc3)c2=O)cc1 | -10 | -8 | -2 | -1 | 0.1 | 0.0 | -7 | -1
COC(=O)c1ccc2nc(-c3cccc(Br)c3)c(Cc3ccc(OC)cc3C)n2c1 | -36 | 0 | 4 | -4 | 0.0 | 1.1 | 2 | -14
O=C(CSc1nnc(-c2ccccn2)o1)Nc1ccccc1Cl | 0 | 1 | 8 | 4 | 0.1 | 0.2 | 2 | -6
COc1ccc2c(c1OC)C(=O)N1N=C(c3ccc(Cl)cc3)CC21 (stereo not given) | -20 | 0 | / | 1 | -0.1 | -0.3 | 1 | -14
O=C(COc1ccc(C(=O)NCCc2ccccc2)cc1)Nc1ccccc1 | -5 | 5 | / | / | 0.1 | 2.0 | -5 | -8
N#Cc1cccc(C(=O)OCC(=O)NCc2ccco2)c1 | -1 | 0 | -5 | -5 | 0.0 | 26 | -3 | 0
COc1ccc(NC(=O)/C=C/c2ccccc2)c([N+](=O)[O-])c1 | 2 | -2 | / | / | 0.9 | -2.7 | -2 | -56
C[C@H]1CN([C@@H](C)CO)C(=O)c2cc(C#CC3CCCCC3)cnc2O[C@H]1CN(C)CC1CC1 | -2 | -6 | 0 | 13 | 0.0 | 0.0 | / | 8
CCSc1nc(N)c(NC(=O)c2ccc(Br)o2)c(=O)[nH]1 | -7 | 2 | -5 | 6 | 0.1 | 0.1 | -1 | 4
CCOC(=O)C(=O)N1c2ccccc2C(N(C(=O)C(=O)OCC)c2ccccc2)CC1C (stereo not given) | -10 | 2 | 6 | -8 | 0.0 | 5.0 | 7 | -8
COCC(=O)Nc1ccc2c(c1)C(=O)N(C)[C@H]1CC[C@@H](CC(=O)N3CCc4ccccc4C3)O[C@H]1CO2 | 0 | -8 | 5 | 1 | 0.0 | -0.1 | 4 | 1
CC(C)n1ncc2c(C(=O)NCCc3ccc(F)cc3)cc(C3CC3)nc21 | -28 | 1 | -3 | 3 | 0.5 | 1.7 | -7 | 11
CC(=O)c1ccc(N(CC(=O)NCc2ccc3c(c2)OCO3)C(=O)c2csnn2)cc1 | -6 | -2 | 14 | 2 | 0.1 | / | -1 | -16
CS(=O)(=O)N1[C@H](C(=O)NC2CCC2)[C@@H](CO)[C@@H]2Cn3c(ccc(-c4cccc(F)c4)c3=O)[C@@H]21 | -6 | 6 | / | / | 0.4 | 0.0 | / | -5
COc1ccc(Cl)cc1-c1nc(SCC(=O)N(C)C2CCS(=O)(=O)C2)n[nH]1 (stereo not given) | 5 | -3 | -6 | 5 | 0.0 | 0.2 | 4 | 2
CC(C)N(Cc1ccccc1)C(=O)CSc1nccn1C | -3 | 3 | / | / | 0.5 | 0.7 | 4 | -7
CC1CC(OC(=O)c2ccccc2C(=O)c2ccc(Cl)cc2)C(=O)O1 (stereo not given) | -16 | -6 | -1 | 1 | -0.1 | -0.5 | -10 | 5
COCC(=O)Nc1ccc2c(c1)[C@H]1C[C@H](CC(=O)N3CCN(C)CC3)O[C@H](CO)[C@H]1O2 | / | / | 1 | -4 | -0.1 | 0.5 | -1 | 0
Cc1ccnc2nc(C(=O)OCC(=O)NC(=O)NCc3ccco3)nn12 | -19 | 0 | / | / | 0.5 | -1.1 | -5 | -4
COc1cc2c(cc1NC(=O)C(C)N1CCN(S(=O)(=O)c3ccc(C)c(C)c3)CC1)oc1ccccc12 (stereo not given) | / | / | 11 | 2 | / | 1.4 | 12 | /
COc1ccc2c3c([nH]c2c1)C(C)N(C(C)=O)CC3 (stereo not given) | 2 | -3 | 1 | 0 | 0.0 | / | 9 | 11
O=C(NC1=NCCS1)c1cccc(OC(F)F)c1 | -9 | -1 | / | / | 0.0 | / | 3 | -38
NC(=O)c1ncn([C@@H]2O[C@H](CNCc3cccn3-c3ccncc3)[C@@H](O)[C@H]2O)n1 | 5 | -2 | -3 | -3 | 0.0 | -0.1 | -7 | 4
COc1cccc(S(=O)(=O)Nc2ccc3c(c2)[C@@H]2C[C@H](CC(=O)NCc4ccc(Cl)cc4)O[C@@H](CO)[C@@H]2O3)c1 | 18 | -7 | -21 | 8 | 0.0 | -0.3 | / | 23

Some entries already given, limited to EWS-Fli inh, FN deposit inh and RAD52 inh:
mol | EWS-Fli inh | FN deposit inh | RAD52 inh
NC(=O)C1CCN(CCC(=O)Nc2cccc(Cl)c2)CC1 | / | 3 | /
COc1ccc2c(c1OC)C(=O)N1N=C(c3ccc(Cl)cc3)CC21 (stereo not given) | -14 | 1 | -20
Cc1ccc(-n2c(-c3ccco3)nc3c(cnn3-c3ccc(C)cc3)c2=O)cc1 | -1 | -7 | -10
COc1cccc(S(=O)(=O)Nc2ccc3c(c2)[C@@H]2C[C@H](CC(=O)NCc4ccc(Cl)cc4)O[C@@H](CO)[C@@H]2O3)c1 | 23 | / | 18
